# CHRM5 agonist: agonists of human muscarinic M5 receptor (CHRM5). 360,000 tested, 0.19% active. CHO-K1 hM5 cells, Fluo-8 calcium fluorescence; 0% DMSO wells, 100% maximal acetylcholine response. activation, % at 3 µM;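 active means activation above the run's mean over test compounds plus 3 SD, cut at about 23% in these data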;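 further: signal is peak over basal fluorescence ratio across the kinetic read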
# CRFR2-BP ag: CRF-BP/CRF-R2 complex agonism | 350,000 tested, 0.46% active | activation, % at 13.2 µM | AID 588473 | HEK293 CRF-R2/CRF-BP, calcium dye fluorescence (FLIPR); percent of saturating CRF peptide response;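 active means activation of at least 50%, plus an integration ratio under a set limit after plate pattern correction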;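 further: plate controls were neutral control wells without compound for no effect and CRF at EC100 for full effect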
# CHRM4 antagonist: antagonists of human muscarinic M4 receptor (CHRM4). 360,000 tested, 0.73% active. CHO-hM4 cells, ACh EC80, Fluo-8 calcium fluorescence. inhibition, % at 3 µM. P08173;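 active means inhibition above its plate's cutoff, the mean inhibition of sample wells plus 3 SD, cut at about 27% in these data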;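 further: 0% = acetylcholine EC80 with DMSO and 100% = DMSO without agonist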
# Target sequence (P08173 whole entry, looked up): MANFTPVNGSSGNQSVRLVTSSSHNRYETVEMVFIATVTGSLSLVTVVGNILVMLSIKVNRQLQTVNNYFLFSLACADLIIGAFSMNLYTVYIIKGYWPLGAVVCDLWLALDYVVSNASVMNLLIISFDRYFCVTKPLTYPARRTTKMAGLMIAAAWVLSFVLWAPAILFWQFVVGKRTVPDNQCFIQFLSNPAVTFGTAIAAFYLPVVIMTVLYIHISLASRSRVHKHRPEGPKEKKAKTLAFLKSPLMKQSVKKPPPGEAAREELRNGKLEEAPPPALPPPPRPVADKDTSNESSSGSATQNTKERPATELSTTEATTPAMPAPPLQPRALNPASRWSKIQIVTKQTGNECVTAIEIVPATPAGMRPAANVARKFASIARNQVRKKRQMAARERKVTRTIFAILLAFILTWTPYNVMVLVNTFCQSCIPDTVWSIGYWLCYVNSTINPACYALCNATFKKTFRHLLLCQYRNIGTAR
# CHRM4 agonist: agonists of human muscarinic M4 receptor (CHRM4); P08173; CHO-K1 hM4/Gqi5, Fluo-8 calcium fluorescence; vehicle 0%, full acetylcholine response 100%; activation, % at 3 µM; 360,000 tested, 0.14% active; AID 624127;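 active means activation above the run mean over all test wells plus 3 SD, cut at about 32% in these data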;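 further: peak over basal fluorescence ratio per well then scaled between controls; 0% = DMSO wells and 100% = acetylcholine at EC100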
# CHRM1 PAM: positive allosteric modulators of human M1 muscarinic receptor; 360,000 tested, 0.088% active; CHO-K1 hM1, Fluo-8 calcium fluorescence, ACh EC20; 0% = ACh EC20, 100% = maximal ACh; activation, % at 3 µM; AID 588819; in the data active means activation above about 19%, passing the limit was not always enough
# Target sequence (P11229 whole entry, looked up): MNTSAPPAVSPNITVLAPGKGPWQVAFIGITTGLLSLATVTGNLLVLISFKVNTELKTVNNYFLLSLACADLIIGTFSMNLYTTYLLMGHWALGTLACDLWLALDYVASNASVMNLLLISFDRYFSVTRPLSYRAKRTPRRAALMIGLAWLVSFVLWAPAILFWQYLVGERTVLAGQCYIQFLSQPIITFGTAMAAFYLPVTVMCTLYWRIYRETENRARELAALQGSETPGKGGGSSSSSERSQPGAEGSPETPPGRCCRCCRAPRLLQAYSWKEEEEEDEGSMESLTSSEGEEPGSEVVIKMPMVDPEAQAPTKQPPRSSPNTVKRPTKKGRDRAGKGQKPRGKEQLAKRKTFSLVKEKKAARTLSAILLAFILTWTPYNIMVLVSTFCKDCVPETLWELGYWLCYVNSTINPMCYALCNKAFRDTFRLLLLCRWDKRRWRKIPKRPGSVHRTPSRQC
# CHRM5 antagonist: CHRM5 antagonism in calcium assay; CHO-hM5 cells, Fluo-8 calcium fluorescence, ACh EC80; inhibition, % at 3 µM; 360,000 tested, 0.59% active; P08912;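 active means inhibition above a per-plate cutoff, the mean of that plate's test compounds plus 3 SD, cut at about 27% in these data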;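 further: 0% = acetylcholine EC80 with DMSO and 100% = DMSO without agonist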
# CHRM5 PAM: positive allosteric modulators of human muscarinic M5 receptor; P08912; 360,000 tested, 0.3% active; CHO-K1 hM5, Fluo-8 calcium, ACh EC20 PAM; 0% = ACh EC20, 100% = ACh EC100; activation, % at 3 µM; AID 624038;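 active means activation above the run cutoff, the mean activation of all test compounds plus 3 SD, cut at about 18% in these data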
#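 Replicates: One well per compound, no replicates | System: Human M5 receptor in CHO-K1 cells | Benchmarks: Low control EC20 acetylcholine (0%), high control EC100 acetylcholine (100%) | Probe or stimulus: Acetylcholine, EC20 level | Times: Fluo-8 loading 80 min at 37 °C plus 30 min room temperature | Signal: Intracellular calcium via Fluo-8 fluorescence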
# CRFR2-BP antag: blocks CRF-induced signaling of the CRF-BP/CRF-R2 complex; HEK293 CRF-R2/CRF-BP, CRF-induced calcium fluorescence; inhibition, % at 11.8 µM; 350,000 tested, 0.59% active; AID 588475;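 active means inhibition of the ligand-induced calcium signal above about 50% at the single tested concentration, limit read from the data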
# CHRM4 PAM: potentiates acetylcholine response at human M4 receptor. 360,000 tested, 0.4% active. AID 624126. CHO-K1 hM4/Gqi5, Fluo-8 calcium fluorescence, ACh EC20; 0% = ACh EC20, 100% = maximal ACh. activation, % at 3 µM;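 active means activation above its plate's cutoff, the mean activation of sample wells plus 3 SD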; further: some results filed as inactive read as strong as hits
# * hit, by the source's call; / = no result given.
# Each structure is followed by: CHRM5 agonist	CRFR2-BP ag	CHRM4 antagonist	CHRM4 agonist	CHRM1 PAM	CHRM5 antagonist	CHRM5 PAM	CRFR2-BP antag	CHRM4 PAM
CC(=O)NS(=O)(=O)c1ccc(NC(=O)c2ccc3c(c2)C(=O)N(CCC(C)C)C3=O)cc1
→ 2	2.1	3	0	9	-1	1	-3	-5
COc1ccc(N=C2S/C(=C\c3ccc(C)s3)C(=O)N2CC(C)C)cc1
→ -2	3.2	-3	1	1	4	-9	-15	0
COc1cc(S(=O)(=O)N2CCCCC2)ccc1NC(=O)c1ccncc1
→ 1	0.1	4	0	3	-9	4	2	0
COc1cc(NC(=O)COC(=O)/C=C/c2c(C)nn(C3CCS(=O)(=O)C3)c2Cl)cc(OC)c1OC (configuration not stated)
→ 0	0.6	-3	1	3	4	-4	-5	7
CCOc1ccc(NC(=O)CCc2ccc(C)o2)cc1
→ -5	-2.0	-4	0	13	-1	4	-6	5
CSCCC(NS(=O)(=O)c1cc(C(=O)O)ccc1Cl)C(=O)O (configuration not stated)
→ 3	-2.8	-11	1	10	-2	12	6	5
COc1ccc(C)cc1NC(=O)CCC(=O)Nc1nnc(C2CCCCC2)s1
→ -3	-0.1	-7	2	6	-2	5	-6	1
CCOC(=O)C1CCCN(c2c(NCCCN(C)c3ccccc3)c(=O)c2=O)C1 (configuration not stated)
→ 1	-0.3	-12	0	11	2	-2	10	6
COc1cccc(-c2nc(CS(=O)(=O)CC(=O)Nc3ccc(F)cc3F)c(C)o2)c1
→ 3	-0.2	-3	3	9	-1	7	6	-2
CCOC(=O)c1cc2c(ccn2C)n1CC(=O)N1CCC(Cc2ccccc2)CC1
→ 0	-0.3	-1	14	1	8	-2	-20	3
CCCn1c(=O)c(C(=O)NCc2ccc(OC)c(OC)c2)c(O)c2ccccc21
→ 0	2.6	-3	0	8	0	-2	8	-1
O=S(=O)(c1ccc2ccccc2c1)N1CCCCC1
→ -3	1.1	3	-2	0	3	-4	-18	-5
CCOc1ccc(N2CC(C(=O)N3CCCc4ccccc43)CC2=O)cc1 (configuration not stated)
→ -1	-1.4	-3	10	6	1	0	0	-6
Cc1ccc(CNC(=O)Nc2ccccc2)c(C)c1
→ -5	-0.7	-5	2	9	-7	6	7	-3
Cc1ccc(NC(=O)c2ccc(Cl)cc2[N+](=O)[O-])nc1
→ -2	0.1	1	1	-3	4	5	0	1
O=C(/C=C/c1ccco1)Oc1ccc(C(=S)N2CCOCC2)cc1
→ -3	0.9	0	3	9	-2	-1	6	-5
Cc1c(CCOC(=O)c2cc([N+](=O)[O-])cc([N+](=O)[O-])c2)sc[n+]1CCCCS(=O)(=O)[O-]
→ -2	0.9	11	1	9	8	-2	5	-1
CCCCn1nnnc1NCc1cc(OC)c(OC)cc1OC
→ 3	-1.5	-2	3	-3	5	-4	13	-5
CCSc1nnc(NC(=O)[C@H](C)NC(=O)c2ccccc2Cl)s1
→ 5	2.1	11	0	-1	11	-2	3	-5
Cc1cc(C)c2[nH]c(=O)c(CN(Cc3cccnc3)C(=S)NCCCN(C)C)cc2c1
→ -5	0.8	0	1	7	5	8	5	-2

# 2 entries from above, set out differently.
> CCSc1nnc(NC(=O)[C@H](C)NC(=O)c2ccccc2Cl)s1
  CHRM5 agonist: 5
  CRFR2-BP ag: 2.1
  CHRM4 antagonist: 11
  CHRM4 agonist: 0
  CHRM1 PAM: -1
  CHRM5 antagonist: 11
  CHRM5 PAM: -2
  CRFR2-BP antag: 3
  CHRM4 PAM: -5

> COc1cc(S(=O)(=O)N2CCCCC2)ccc1NC(=O)c1ccncc1
  CHRM5 agonist: 1
  CRFR2-BP ag: 0.1
  CHRM4 antagonist: 4
  CHRM4 agonist: 0
  CHRM1 PAM: 3
  CHRM5 antagonist: -9
  CHRM5 PAM: 4
  CRFR2-BP antag: 2
  CHRM4 PAM: 0

# The listing continues:
# Each structure is followed by: CHRM5 agonist	CRFR2-BP ag	CHRM4 antagonist	CHRM4 agonist	CHRM1 PAM	CHRM5 antagonist	CHRM5 PAM	CRFR2-BP antag	CHRM4 PAM
CSc1ccc(/C=N/NC(=O)CN2CCN(Cc3ccc(C)cc3)CC2)cc1
→ -5	2.5	42*	1	-7	-2	0	-14	-18
N#CC1=C(N)SC2(CCCCC2)SC1c1ccccc1 (configuration not stated)
→ -2	1.8	-1	0	5	-2	1	-5	-7
Cc1ccc(C)c(N(CC(=O)NCc2ccc3c(c2)OCO3)C(=O)CCC(=O)Nc2ccccn2)c1
→ -3	1.9	-5	3	-5	-1	-13	-40	-11
CC(C)(C)OC(=O)N(Cc1ccccc1)Cc1ccccc1OCc1ccc(NC(=O)C2CCC2)cc1
→ -2	17	-5	1	1	-9	1	1	-9
O=C(O)CCC(=O)NCCc1cccc(Cl)c1
→ -1	0.3	6	2	10	-7	8	-8	4
Clc1ccccc1-c1nc(N/N=C/c2cccnc2)c2ccccc2n1
→ -1	1.1	-12	8	-10	4	-10	7	-3
Cc1ccccc1OCCC(=O)OCC(=O)Nc1c(F)cccc1F
→ 1	-1.0	-2	4	9	5	1	10	6
COc1ccc2c(c1)c(=O)c(C(=O)c1ccc(Cl)cc1)cn2CC(=O)Nc1ccc(F)cc1
→ 1	4.5	0	0	-2	2	-3	9	-1
O=C(CN1CCOCC1)Nc1nc2ccc(Br)cc2s1
→ 3	-1.1	-4	4	12	-6	1	-4	6
Cc1ccc(-n2ccnc2SCC(=O)N(CC(C)C)C2CCS(=O)(=O)C2)c(C)c1 (configuration not stated)
→ 0	-2.9	7	1	5	9	-5	-14	-3
CCOc1ccc(C)cc1S(=O)(=O)NC1CCCCCC1
→ -6	-0.2	12	/	6	3	2	-3	-5
CCc1[nH]nc(C(=O)N2CCCC(N3CCN(c4ccccc4C)CC3)C2)c1C (configuration not stated)
→ -1	-0.7	0	4	-2	1	-4	16	1
CCOc1ccc2c(c1)[nH]c(=S)n2C
→ 2	-2.0	-1	1	3	-3	5	-3	3
Cc1cnc(NC(=O)CCNC(=O)c2ccccc2Cl)s1
→ 0	0.9	-1	1	-3	-16	1	17	-1
c1ccc2nc(-c3ccc4c(c3)OCO4)ccc2c1
→ 1	0.4	-26	4	5	-3	-5	7	1
CC(C)[C@@H]1Cc2[nH]n(C)c(=O)c2[C@H](c2ccc(F)cc2)O1
→ 1	/	-9	0	/	9	1	/	3
CCCOc1ccccc1OCC(=O)Nc1ccc(S(=O)(=O)N2CCCC2)cc1
→ -5	1.7	-8	9	-5	8	-17	-8	-7
COc1ccc(S(=O)(=O)n2nc(C)cc2C)cc1OC
→ 0	-0.9	-2	0	4	-5	-4	10	-2
COC(=O)c1ccccc1NC(=O)Cn1c(=O)oc2ccc(Cl)cc21
→ 2	-1.0	5	4	1	-1	-3	24	-9
CCOc1ccc(-c2noc(CCC(=O)NC)n2)cc1OCC
→ -4	-1.8	0	6	0	-5	-15	6	-7
Nc1ccn([C@@H]2O[C@H](CNCc3cc(Cl)ccc3OCc3ccc(Cl)cc3)[C@@H](O)[C@H]2O)c(=O)n1
→ 0	0.2	15	1	12	-8	2	-16	-12
COc1ccccc1-c1cc(NC=O)c2ncc(-c3cccc(C(F)(F)F)c3)n2c1
→ -1	/	-7	1	31*	0	-3	/	15
Fc1ccccc1CNc1nc(-c2cccnc2)nc2ccccc12
→ -5	3.1	-18	15	-11	11	-8	-26	-9
COc1ccc(C(=O)CSc2nnc(CNC(=O)c3ccc(S(=O)(=O)N(C)C)cc3)o2)cc1
→ -3	-0.7	11	3	3	21	-5	7	-3
COc1cc(C2Nc3ccccc3C(=O)N2NS(C)(=O)=O)ccc1O (configuration not stated)
→ 1	3.3	-8	0	13	1	4	-4	-3
CNc1nc(SC)nc2ccsc12
→ -2	0.0	-7	0	6	-5	-6	-10	2
Cc1ccccc1CC(=O)N1CCCc2ccccc21
→ -8	1.2	-11	1	3	0	-8	1	3
CC1(C)CC(=O)C(C(c2cc([N+](=O)[O-])ccc2Cl)C2C(=O)CC(C)(C)CC2=O)C(=O)C1
→ 3	-6.8	7	0	7	-3	0	0	-3
CCNC(=S)N/N=C/c1ccc(-c2ccccc2)o1
→ -3	-1.6	1	0	1	7	-4	4	-1
O=C(CCc1ccccc1Cl)NC1CCCN(c2ccc(C(F)(F)F)cn2)C1 (configuration not stated)
→ -5	4.4	-2	0	9	0	5	0	2
CON(C)c1nc(OCCNC(=O)COc2ccc(Cl)cc2C)nc(N(C)C)n1
→ -8	0.1	-9	1	9	-3	0	9	-2
CCC(C)[C@H](NC(=O)C1CC(=O)N(c2ccc3c(c2)OCO3)C1)C(=O)NC1CCCCC1 (some centres not stated)
→ 3	0.9	-14	0	3	-10	1	-13	4
Cc1c(NC(=O)c2ccccc2NC(=O)COc2ccccc2)cccc1C(=O)O
→ -3	-0.1	6	2	7	12	-3	10	-2
O=C(Nc1ccc2c(c1)OCCO2)c1ccc(S(=O)(=O)N2CCCCC2)cc1
→ -2	-1.1	0	7	3	7	0	-5	-6
CC1CC(C)CN(C(=O)CSc2ncnc3sccc23)C1 (configuration not stated)
→ -5	0.7	-4	3	10	8	-5	-2	1
COc1ccc(-c2nc(CSCC(=O)N3CCN(c4cccc(C)c4)C(C)C3)c(C)o2)cc1OC (configuration not stated)
→ 0	0.3	-7	14	-1	-1	-10	10	-4
O=C(CCN1C(=O)/C(=C/c2ccccc2Cl)SC1=S)NCCc1ccc(O)cc1
→ -3	-1.1	2	2	3	6	-5	-21	-1
COC(=O)c1cc(C(=O)Nc2nnc(CC(C)(C)C)s2)cc([N+](=O)[O-])c1
→ 1	-0.9	-1	2	2	0	1	-29	6
COCCCNC(=O)C[C@@H]1C[C@@]2(C(=O)OC)CCCCC=C2N(Cc2ccccc2)C1=O
→ 5	/	-9	4	/	-5	13	/	18
COCCn1c(SCC(=O)c2ccccc2)nc2ccccc2c1=O
→ -3	-0.9	-14	9	-6	-1	2	13	-2
CCOc1ccccc1N(C(=O)c1snc(C(N)=O)c1N)C(C(=O)NC1CCCC1)c1cccs1 (configuration not stated)
→ -7	-0.6	12	-1	1	5	1	-12	-13
Cn1ccs/c1=N\S(=O)(=O)c1ccc(Br)cc1
→ -7	0.1	-2	1	11	0	1	-7	8
Cn1c(COc2ccc(Cl)cc2Cl)nnc1SCC(=O)NCC1CCCO1 (configuration not stated)
→ -3	-2.6	-4	-1	5	5	-5	-20	-1
CCOC(=O)C1(C)CCCN(C(=O)COc2ccccc2)C1 (configuration not stated)
→ 1	/	-10	1	3	-2	-2	/	2
COc1ccc(-c2cc3c(c4c2ccn4C)C2CCC3O2)cn1 (configuration not stated)
→ -4	/	-5	-3	8	3	-6	/	3
Cc1ccc(OC(=O)c2ccccc2C(=O)OCC(F)(F)C(F)F)cc1
→ -3	-0.5	-3	-3	8	9	-12	3	-5
CCCC(=O)N1CCC1(C)C(=O)NS(=O)(=O)c1ccccc1 (configuration not stated)
→ -2	/	-11	1	15	-3	6	/	3
O=C(CCc1ccccc1)Nc1nnc(-c2ccccn2)o1
→ -1	-0.2	-10	1	4	3	-1	-6	6
Cc1cccc(C(=O)c2cn[nH]c2-c2ccccc2O)c1
→ -6	-1.2	6	1	-1	9	1	14	1
COc1ccc2oc(C(=O)NCC(Cc3ccccc3)N(C)C)c(C)c2c1 (configuration not stated)
→ -2	0.7	-4	2	3	3	-1	-7	-2
COc1ccc(NC(=S)NNC(=O)Cn2nc([N+](=O)[O-])cc2C)cc1
→ -1	-1.1	12	0	-2	3	-2	-8	12
O=C(Cc1ccccc1F)Nc1nc(-c2ccc(F)cc2)cs1
→ -3	0.0	-2	17	-21	3	-10	-5	-14

# Source: PubChem BioAssay (several laboratories)
